From PubChem
CAL PDZ FP-1: human CAL PDZ-peptide interaction inhibition; purified CAL PDZ, TMR-peptide fluorescence polarization, 1 h; inhibition, % at 20 µM; actives 0.02% (n = 330,000); AID 504414;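 active = highest replicate inhibition of at least 40%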;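 also: plate controls were DMSO neutral control wells for no effect and unlabeled competitor peptide control wells for full effect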
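System: tagged CAL PDZ domain. Schedule: 1 h room-temperature incubation prior to read. Signal: fluorescence polarization (mP). Measure: percent inhibition from loss of millipolarization.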
SR-BI uptake up: enhances SR-BI lipid uptake from DiI-HDL | AID 504775 | actives 0.096% (n = 320,000) | CHO ldlA[mSR-BI] cells, DiI-HDL uptake fluorescence, 3 h; 100 = double the neutral-control signal | activation, % at 12.5 µM;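 active = mean replicate activation of at least 60% and every replicate at or above 60%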;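 also: 0% = median plate neutral-control signal and 100% = twice that signal; values of inactives mirror those of a sister screen read the other way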
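System: LDL receptor-deficient CHO ldlA cells overexpressing murine SR-BI | Timing: 3 h uptake period with compound, 37 °C | Medium: HEPES-buffered (25 mM, pH 7.4) F12 plus 0.5% BSA | Dosing: Single-point compound dose | Signal: Bottom-read fluorescence, 550/595 nm | Read-out: Retained DiI signal reflecting DiI-HDL uptake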
DAGLB inhibitor: diacylglycerol lipase beta (human) inhibition | inhibition, % at 5.17 µM | actives 0.059% (n = 340,000) | Q8NCG7 | HEK293T DAGLB membrane lysate, EnzChek fluorogenic substrate; in the data active = inhibition above about 34%;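 also: 0% = enzyme with vehicle and 100% = wells lacking enzyme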
Target sequence (Q8NCG7 whole entry, looked up): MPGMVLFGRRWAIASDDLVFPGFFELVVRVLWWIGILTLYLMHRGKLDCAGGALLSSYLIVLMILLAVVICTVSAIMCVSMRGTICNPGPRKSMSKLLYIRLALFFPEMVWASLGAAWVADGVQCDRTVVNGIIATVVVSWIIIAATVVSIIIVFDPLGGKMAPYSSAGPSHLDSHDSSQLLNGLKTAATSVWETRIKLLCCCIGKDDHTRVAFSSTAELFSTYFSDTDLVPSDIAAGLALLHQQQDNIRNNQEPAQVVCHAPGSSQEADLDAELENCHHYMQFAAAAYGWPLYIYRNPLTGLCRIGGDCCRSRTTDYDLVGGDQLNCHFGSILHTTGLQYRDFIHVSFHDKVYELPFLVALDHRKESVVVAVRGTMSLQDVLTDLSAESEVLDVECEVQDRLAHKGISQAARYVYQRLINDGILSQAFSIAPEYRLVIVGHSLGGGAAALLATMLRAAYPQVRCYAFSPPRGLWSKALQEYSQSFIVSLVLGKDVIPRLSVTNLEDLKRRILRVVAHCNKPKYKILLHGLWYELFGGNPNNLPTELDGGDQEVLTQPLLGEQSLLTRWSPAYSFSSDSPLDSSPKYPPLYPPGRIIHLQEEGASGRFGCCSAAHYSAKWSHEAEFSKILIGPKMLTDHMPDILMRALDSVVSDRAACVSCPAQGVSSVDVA
PKA-R2B act: activators of human PKA-R2B complex. P22694+P31323. PKA-R2B holoenzyme dissociation, Cy5-IP20 fluorescence polarization; R2B truncated from residue 108, S112A mutant; 0% DMSO only, 100% 113 µM cGMP. activation, % at 11.4 µM. actives 0.079% (n = 340,000);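 active = activation above a cutoff set at the mean over all compounds plus 3 SD, cut at about 18% in these data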;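 also: higher means more holoenzyme dissociation and a rise in polarization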
RTF Ca sens act: cardiac RTF calcium sensitization; activation, % at 7.2 µM; IANBD-labeled TnC RTF fluorescence at EC20 calcium; 0% EC20 calcium, 100% full calcium; actives 0.24% (n = 340,000); P19429+P45379;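 active = activation above the mean over all tested compounds plus 3 SD, cut at about 30% in these data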;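 also: rise in fluorescence read as greater calcium sensitivity of cardiac thin filaments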
Keap1 Nrf2 FP: disrupts human Keap1 binding to Nrf2 peptide. Q14145. inhibition, % at 9.4 µM. AID 504523. actives 0.15% (n = 340,000). Keap1 Kelch-Nrf2 peptide fluorescence polarization, 1536-well; in the data active = inhibition above about 12%;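 also: human Keap1 Kelch domain with fluorescein labeled Nrf2 9mer peptide probe; 0% = neutral control wells and 100% = peptide positive control; higher means more block of Keap1 binding to Nrf2 peptide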
C-LANA FP: KSHV C-LANA DNA binding inhibition; MBP-C-LANA/FAM-LBS DNA binding, fluorescence polarization; inhibition, % at 9 µM; actives 0.078% (n = 340,000); AID 504423;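 active = highest replicate inhibition at or above 60% at 9 µM, even if other replicates fall short; inactive = all replicates below 60% inhibition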;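 also: 0% = neutral control wells and 100% = 4 µM acridine orange control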
RTF Ca sens inh: cardiac RTF calcium desensitization; P19429+P45379; IANBD-labeled cardiac RTF, Ca2+ fluorescence; inhibition, % at 7.15 µM; actives 0.12% (n = 340,000);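 active = inhibition above the mean inhibition of all tested compounds plus 3 SD, cut at about 17% in these data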;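 also: assay run at fixed EC70 calcium of 1.6 mM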
Rtt109 Vps75: blocks Candida albicans Rtt109/Vps75 acetyltransferase activity | purified Rtt109/Vps75, ThioGlo CoA-SH fluorescence, 4 h | inhibition, % at 34.9 µM | actives 0.16% (n = 330,000);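 active = inhibition of at least 50% in every replicate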
Target sequence (Q5AAJ8 whole entry, looked up): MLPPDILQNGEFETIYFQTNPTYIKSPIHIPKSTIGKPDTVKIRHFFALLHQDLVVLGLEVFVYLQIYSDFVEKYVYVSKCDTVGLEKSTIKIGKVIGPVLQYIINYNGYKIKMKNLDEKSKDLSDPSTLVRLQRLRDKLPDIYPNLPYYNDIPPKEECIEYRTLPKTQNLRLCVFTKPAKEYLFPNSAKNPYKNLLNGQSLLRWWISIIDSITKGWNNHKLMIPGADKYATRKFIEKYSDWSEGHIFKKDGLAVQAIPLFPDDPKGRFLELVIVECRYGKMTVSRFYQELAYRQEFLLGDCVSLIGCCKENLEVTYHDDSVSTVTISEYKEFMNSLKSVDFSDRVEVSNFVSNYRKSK
CAL PDZ FP-2: CAL PDZ (human) peptide binding inhibition; Q9HD26; inhibition, % at 24.9 µM; AID 602252; purified CAL PDZ, TMR-peptide fluorescence polarization, 1 h; actives 0.92% (n = 300,000);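 active = mean inhibition of at least 30% with at least half of replicates also reaching 30%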;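 also: 0% = DMSO neutral control and 100% = excess unlabeled competitor peptide PRC23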
An asterisk follows results filed as active; · = not tested or not shown; & = joins results of further samples.

Start of the listing, in advance (12 entries):
SMILES	CAL PDZ FP-1	SR-BI uptake up	DAGLB inhibitor	PKA-R2B act	RTF Ca sens act	Keap1 Nrf2 FP	C-LANA FP	RTF Ca sens inh	Rtt109 Vps75	CAL PDZ FP-2
CSCCC(NC(=O)c1ccc([N+](=O)[O-])cc1Cl)C(=O)OCC(=O)NCC(F)(F)F (stereo unspecified)	0.4	16	-1	-6	4	2	-0.4	-7	-13	1
O=[N+]([O-])c1ccc(O)c(C=Nc2ccc3c(c2)OCCO3)c1	-1.1	4	4	0	0	-5	2.7	8	3	-2
C/C(=N\NC(=O)c1c(Cl)cnn1C)c1cccc(NC(=O)c2ccc(C)cc2)c1	-1.1	-85	1	1	-1	-5	-0.1	0	6	-2
CC(=O)c1c(C(C)=O)c(C)n(Cc2ccc(Cl)cc2)c1C	·	-7	-1	-3	7	-4	-0.7	-8	-2	1
Cc1ccc2c(c1)c1nnc(SCC(=O)N3CCN(c4ccc(F)cc4)CC3)nc1n2CC(=O)O	0.4	23	2	5	4	-2	0.7	-4	-16	-3
CCc1ccc(OCC(=O)NC(=S)Nc2ccc(S(=O)(=O)NC3CCCCC3)cc2)cc1	-1.2	-38	-15	-1	0	4	-2.0	-7	-7	-3
COC(=O)c1ccccc1NC(=O)CN(c1ccc(OC)cc1)S(C)(=O)=O	-0.8	24	1	3	2	-5	-0.9	-2	4	-1
CCn1cc(C(=O)NC(C)C2CC3CCC2C3)cn1 (stereo unspecified)	-1.4	17	2	2	-4	-1	1.4	-6	-4	-1
Cc1cccc(NC(=O)c2sc3nc(-c4ccc(F)cc4)cn3c2C)n1	-0.8	-58	-2	5	5	-4	0.3	-5	8	-1
COc1ccc(-n2c(SCC(=O)NCc3cccs3)nnc2-c2ccoc2C)cc1	-2.9	4	3	-2	0	2	0.4	11	3	-1
CC1c2cc3c(cc2CCN1C(=O)c1ccc(Br)cc1)OCCCO3 (stereo unspecified)	-2.7	-27	-8	7	-1	-4	-1.3	-1	15	0
CCCC(=O)Nc1nnc(CCN2CCCCC2)s1	-0.4	7	0	-2	-3	1	1.2	3	·	1

The list itself, from the first entry:
SMILES	CAL PDZ FP-1	SR-BI uptake up	DAGLB inhibitor	PKA-R2B act	RTF Ca sens act	Keap1 Nrf2 FP	C-LANA FP	RTF Ca sens inh	Rtt109 Vps75	CAL PDZ FP-2
CSCCC(NC(=O)c1ccc([N+](=O)[O-])cc1Cl)C(=O)OCC(=O)NCC(F)(F)F (stereo unspecified)	0.4	16	-1	-6	4	2	-0.4	-7	-13	1
O=[N+]([O-])c1ccc(O)c(C=Nc2ccc3c(c2)OCCO3)c1	-1.1	4	4	0	0	-5	2.7	8	3	-2
C/C(=N\NC(=O)c1c(Cl)cnn1C)c1cccc(NC(=O)c2ccc(C)cc2)c1	-1.1	-85	1	1	-1	-5	-0.1	0	6	-2
CC(=O)c1c(C(C)=O)c(C)n(Cc2ccc(Cl)cc2)c1C	·	-7	-1	-3	7	-4	-0.7	-8	-2	1
Cc1ccc2c(c1)c1nnc(SCC(=O)N3CCN(c4ccc(F)cc4)CC3)nc1n2CC(=O)O	0.4	23	2	5	4	-2	0.7	-4	-16	-3
CCc1ccc(OCC(=O)NC(=S)Nc2ccc(S(=O)(=O)NC3CCCCC3)cc2)cc1	-1.2	-38	-15	-1	0	4	-2.0	-7	-7	-3
COC(=O)c1ccccc1NC(=O)CN(c1ccc(OC)cc1)S(C)(=O)=O	-0.8	24	1	3	2	-5	-0.9	-2	4	-1
CCn1cc(C(=O)NC(C)C2CC3CCC2C3)cn1 (stereo unspecified)	-1.4	17	2	2	-4	-1	1.4	-6	-4	-1
Cc1cccc(NC(=O)c2sc3nc(-c4ccc(F)cc4)cn3c2C)n1	-0.8	-58	-2	5	5	-4	0.3	-5	8	-1
COc1ccc(-n2c(SCC(=O)NCc3cccs3)nnc2-c2ccoc2C)cc1	-2.9	4	3	-2	0	2	0.4	11	3	-1
CC1c2cc3c(cc2CCN1C(=O)c1ccc(Br)cc1)OCCCO3 (stereo unspecified)	-2.7	-27	-8	7	-1	-4	-1.3	-1	15	0
CCCC(=O)Nc1nnc(CCN2CCCCC2)s1	-0.4	7	0	-2	-3	1	1.2	3	·	1
Cc1cc(S(=O)(=O)N2CCN(c3ccccc3C)CC2)ccc1F	-0.5	-1	-14	-6	-4	7	0.3	-10	7	2
O=C(Nc1cccc(NC(=O)c2ccccc2Cl)c1)c1ccc([N+](=O)[O-])o1	-2.1	-59	-1	4	-3	1	0.7	-1	19	0
CS(=O)(=O)N(CCc1ccccc1)CC(=O)Nc1ccc(Br)cc1F	-0.4	3	-4	-1	0	1	0.8	-2	-13	·
CCC(Sc1nc2ccccc2c(=O)[nH]1)C(=O)O (stereo unspecified)	-1.0	10	-3	13	3	4	1.9	-7	·	-1
O=C(NCC1CCCO1)C(=Cc1cccc([N+](=O)[O-])c1)C(=O)NCC1CCCO1 (stereo unspecified)	-2.3	15	1	9	1	-9	1.4	-18	1	-1
CC(C)n1cc(CN2CCCC(CO)(Cc3cccc(Cl)c3)C2)cn1 (stereo unspecified)	-3.3	·	-3	8	-2	0	-1.2	-7	-9	-1
O=[N+]([O-])c1ccccc1CCc1ccccc1[N+](=O)[O-]	-1.6	-20	-12	-10	0	-4	-1.7	1	-2	-2
Cc1ccc(S(=O)(=O)NCCC(=O)Nc2ncccc2O)cc1C	-2.0	15	3	1	-1	1	0.0	-15	5	4
CCOC(=O)C1=C(COc2ccccc2)NC(=O)NC1c1ccc(Cl)cc1 (stereo unspecified)	-0.7	-71	-2	-4	-2	2	1.8	-7	0	-2
CCOc1ccc(S(=O)(=O)NCCC(=O)OCC(=O)c2ccc(NC(C)=O)cc2)cc1	0.1	13	2	1	3	-2	-0.8	4	2	·
O=C(O)c1ccc(CNC(=O)c2ccc3c(c2)OCCO3)cc1	0.2	·	-2	-1	-2	-3	-1.4	-17	15	·
COC(=O)C1=C(C)NC(=O)NC1c1ccc(-c2ccc(F)cc2)o1 (stereo unspecified)	0.2	-21	2	-7	3	-3	0.5	-8	6	·
CCOc1cc(NC(=O)C2CCCO2)c(OCC)cc1NC(=O)C1CC1 (stereo unspecified)	-0.8	-7	0	-4	1	-3	-0.7	-7	0	3
COC(=O)CSc1ccccc1C(=O)OC	-1.9	-27	2	7	-4	4	0.3	1	14	0
COCCCn1c(SCC(=O)Nc2ccc(NC(=O)c3ccco3)c(OC)c2)nc2ccccc2c1=O	-2.0	-74	1	-5	-2	-5	-0.1	10	2	-2
COC1(C)CC2C(CC1OC(=O)c1cc([N+](=O)[O-])cc([N+](=O)[O-])c1)C2(C)C (stereo unspecified)	-2.4	-67&-93	-16	-2	-6	-1	-0.3	6	-3&8	-3
COc1ccc(C2/C(=C(/O)c3ccc4c(c3)CC(C)O4)C(=O)C(=O)N2Cc2cccnc2)cc1 (stereo unspecified)	-0.1	8	0	-1	-1	-6	3.0	12	6	4
COc1ccc(NC(=O)CN(C)S(=O)(=O)c2ccc3c(c2)CC(C)N3C(C)=O)c(OC)c1 (stereo unspecified)	-1.9	-5	-2	-7	-1	3	-0.6	-4	-5	2
CCOc1ccccc1N(CC(=O)Nc1cccc(OC)c1)S(=O)(=O)c1ccccc1	-0.4	-33	1	3	-1	-1	0.3	2	1	-2
COc1ccc(S(=O)(=O)NC2CC3CCC2C3)cc1 (stereo unspecified)	-0.3	0	-2	0	-5	-6	0.7	4	2	-3
CCN(c1ccccc1)S(=O)(=O)c1cccc(C(=O)NCc2ccccc2CN2CCOCC2)c1	-1.0	-45	0	-7	0	-2	-0.5	0	-8	·
COc1ccc(-n2c(C)nc(N)c2C(=O)c2ccccc2)cc1	-0.3	13	1	8	8	1	1.2	6	-5	0
O=C(c1ccco1)N1CCN(Cc2nnnn2CCc2ccccc2)CC1	·	20	-1	5	-2	3	1.5	11	2	14
O=C(NCc1ccccc1)c1sc(=S)n2c1[nH]c(=O)c1ccccc12	-0.1	49	11	-11	-7	4	-2.5	-5	0	-2
Cc1cc(C)cc(NC(=O)C2CCCN(c3nccc(C)n3)C2)c1 (stereo unspecified)	-2.8	-26	-4	2	-4	-3	1.0	-2	28	-4
O=C(OCc1ccco1)c1cccnc1	-0.1	1	1	-2	4	1	6.2	-22	5	-5
COC(=O)[C@]1(C)N[C@H](CN(C)S(=O)(=O)c2ccc(C)cc2)[C@@H]2C(=O)N(Cc3ccccc3)C(=O)[C@@H]21	0.5	14	0	0	-5	1	0.2	3	-3	-3
CC(=O)NN1C(=O)c2ccccc2NC1c1cccc([N+](=O)[O-])c1 (stereo unspecified)	-3.1	·	-1	-8	1	-2	-2.0	-8	-4	-2
Cc1cc(C)nc(SCCS(=O)(=O)Cc2ccc(Cl)cc2)n1	0.6	-5	-2	3	5	-1	0.5	-3	-5	-4
COCCN1C(=O)C(=O)/C(=C(/O)c2cccc(OC)c2)C1c1ccc(C)o1 (stereo unspecified)	-0.7	29	1	-9	-4	-2	1.7	2	4	0
CCN(CC)C(=O)Nc1ccc(C(=O)OC)cc1	-2.5	0	-1	1	3	1	1.2	-9	-9	-7
Cc1ccc(C)c(C2C(=O)c3ccccc3C2=O)c1	-4.2	14	3	-3	0	-3	1.4	1	-12	-1
COC(=O)c1ccccc1NC(=O)CCCn1nc([N+](=O)[O-])cc1C	-2.4	·	-1	-5	1	0	-0.4	-11	-8	-4
CC(=O)Nc1cccc(NC(=O)c2cc([N+](=O)[O-])ccc2N2CCCCC2)c1	-0.6	-68	0	-19	-3	-4	-0.9	-7	2	-2
CCOc1ccc(/C(O)=C2/C(=O)C(=O)N(CCOCCO)C2c2cccnc2)cc1 (stereo unspecified)	0.8	6	-2	8	6	0	0.9	2	5	-2
CCSc1cc(C)nc2c(-c3ccccc3)c(C)nn12	0.1	-36	-5	3	-1	1	1.6	-1	5	1
O=C(CCc1nnc(-c2ccsc2)o1)NCc1ccccc1OC(F)(F)F	-0.7	-7	3	1	3	4	2.2	5	-7	-7
Cc1ccc(NC(=O)NC2CCCCCCC2)cc1	-1.5	0	-10	-8	-3	-2	-1.1	-6	-6	2
